Assay outcomes (PubChem)
Dyrk1A ADPGlo: blocks rat Dyrk1A kinase activity; Q63470; AID 504441; ADP-Glo luminescence, NFATc1 peptide; inhibition, % at 12.5 µM; hit rate 0.43% among 310,000; in the data active = inhibition above about 50%;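 also: plate controls were vehicle with enzyme for no effect and no enzyme for full effect; many of its hits are not listed in these tables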
PolyA inh: inhibitors of polyadenylation in S. cerevisiae; AID 1875; calls only at 12 µM; hit rate 0.02% among 300,000; S. cerevisiae SKY197-pL101 polyadenylation reporter, beta-gal luminescence; efflux-impaired pdr1/pdr3 knockout yeast; score 100 = 6 SD above DMSO;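 active = lowest replicate activity score at least 50, where 100 means six control SD above control mean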;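 also: yeast exposed to compound for 9 h at 30 °C; higher score means more reporter readthrough which indicates perturbed polyadenylation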
GSK3B inh: blocks human GSK3beta kinase activity | P49841 | GST-GSK3beta kinase, ADP-Glo luminescence, 60 min; stronger effect = lower value | activity score (negative = inhibition), % at 10 µM | hit rate 0.038% among 300,000 | AID 2097;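 active = more than half of replicate wells score below -50%, meaning over 50% inhibition versus plate controls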;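 also: 0% = median DMSO wells and -100% = median GW8510 positive control wells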
Target sequence (P49841 whole entry, looked up): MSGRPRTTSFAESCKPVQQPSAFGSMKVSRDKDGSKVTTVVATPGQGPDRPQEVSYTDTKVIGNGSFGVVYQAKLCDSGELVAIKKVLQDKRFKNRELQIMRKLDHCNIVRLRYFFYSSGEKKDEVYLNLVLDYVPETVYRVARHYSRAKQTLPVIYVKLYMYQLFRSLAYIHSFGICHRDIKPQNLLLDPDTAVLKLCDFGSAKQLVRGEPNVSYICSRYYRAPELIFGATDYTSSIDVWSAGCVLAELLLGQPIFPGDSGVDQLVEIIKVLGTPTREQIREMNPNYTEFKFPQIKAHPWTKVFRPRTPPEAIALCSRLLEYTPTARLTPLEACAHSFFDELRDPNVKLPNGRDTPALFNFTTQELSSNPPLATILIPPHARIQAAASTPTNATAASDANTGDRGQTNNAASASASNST
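test system = GST-tagged human GSK3beta kinase, cell-free | reagent = 25 µM ATP with peptide substrate | dosing = one dose of 10 µM per compound | schedule = 60 min reaction, RT | detection = luminescent ADP-Glo measurement of ADP formed | control set = DMSO neutral wells and GW8510 at 20 µM as positive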
RGS4 act: RGS4 potentiation or activation | B-score at 10 µM | HEK293 M3R/inducible RGS4, carbachol calcium flux Fluo4; stronger effect = lower value | hit rate 0.92% among 310,000;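 active = B-score of the integrated calcium signal more than 4 SD below the library mean, with starting fluorescence not abnormally high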;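 also: negative B-score means reduced calcium response which marks RGS4 activation or potentiation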
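Detection: kinetic calcium fluorescence imaging with Fluo4-AM dye, 2 µM / Material: HEK293 cells with stable M3R and inducible RGS4 / Schedule: recording 10 s baseline at 1 Hz, 100 s post-agonist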
KCNK9 block: inhibitors of human KCNK9 two-pore domain potassium channel. HEK293 KCNK9, FluxOR thallium flux fluorescence; stronger effect = lower value. hit rate 1.2% among 310,000. AID 488922. B-score at 10 µM;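 active = ratio B-score over 3 SD below the library mean, with starting fluorescence within 5 SD of its mean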;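 also: negative B-score means less thallium flux so channel inhibition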
Target sequence (Q9NPC2 whole entry, looked up, the tested form may be a part): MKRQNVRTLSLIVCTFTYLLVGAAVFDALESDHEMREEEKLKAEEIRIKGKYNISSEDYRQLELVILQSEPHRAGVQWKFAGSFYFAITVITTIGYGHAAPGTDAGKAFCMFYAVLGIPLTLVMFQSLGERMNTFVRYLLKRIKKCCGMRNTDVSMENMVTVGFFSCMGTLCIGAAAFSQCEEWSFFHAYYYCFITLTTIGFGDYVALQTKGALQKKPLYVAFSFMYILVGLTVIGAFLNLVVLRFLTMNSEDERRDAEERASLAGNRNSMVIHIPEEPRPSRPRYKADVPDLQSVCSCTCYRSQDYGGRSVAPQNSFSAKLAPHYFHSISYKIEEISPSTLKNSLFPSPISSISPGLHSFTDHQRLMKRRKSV
hERG protect: shields human hERG channel from block by proarrhythmic agents; Q12809; CHO-hERG, FluxOR thallium flux, dofetilide IC70 present; activation (rescue from dofetilide block), less the hit threshold, % at 10 µM; hit rate 0.51% among 310,000;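 active = activation above the mean of controls blocked by dofetilide plus 5 SD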;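 also: thallium influx through hERG after potassium depolarization seen as dye fluorescence rise; in these data hits start at about 4.7%; inactives centre near -7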
KCNQ1 pot: potentiators or activators of human KCNQ1 potassium channel | P51787 | CHO-K1 KCNQ1, thallium flux FluxOR fluorescence; stronger effect = higher value | B-score at 10 µM | hit rate 0.35% among 310,000 | AID 2648;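 active = fluorescence ratio B-score, a plate-corrected score, at least three library SD, with initial intensity B-score within 5 SD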
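Test system: CHO-K1 cells stably expressing KCNQ1 / Medium: assay buffer / Also added: depolarizing K+/Tl+ stimulus, K2SO4 and Tl2SO4 each 12.5 mM in 5x stock / Incubation: 90 min dye loading and 20 min compound exposure, both at room temperature / Signal: thallium influx via FluxOR fluorescence, kinetic imaging / Evaluation: B score of baseline-normalized fluorescence ratio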
RGS4 block: inhibitors of human RGS4. B-score at 10 µM. P49798. hit rate 0.45% among 310,000. HEK293 M3R/RGS4 inducible, Fluo-4 calcium flux; stronger effect = higher value; triggered by carbachol at its EC20;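 active = B-score, a plate-corrected calcium signal, over three deviations above library mean, with baseline fluorescence within five deviations of library mean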;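 also: RGS4 expression induced by doxycycline in cells with stable M3 receptor; B-score is computed from the integrated fluorescence ratio over baseline after carbachol; higher B-score means a larger calcium signal and so more RGS4 inhibition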
Target sequence (P49798 whole entry, looked up): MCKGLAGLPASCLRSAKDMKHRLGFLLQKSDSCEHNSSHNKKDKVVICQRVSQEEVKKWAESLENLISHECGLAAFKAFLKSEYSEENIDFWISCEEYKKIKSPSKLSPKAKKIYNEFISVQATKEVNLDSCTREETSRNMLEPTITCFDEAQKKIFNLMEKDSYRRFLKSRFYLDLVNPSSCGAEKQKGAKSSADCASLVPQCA
GSK3 alpha inh: human GSK-3 alpha kinase inhibition; P49840; inhibition, % at 10 µM; ADP-Glo luminescence, 60 min; hit rate 0.1% among 320,000;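 in the data active = inhibition above about 50%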;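 also: GST-tagged GSK-3 alpha with peptide substrate and 25 µM ATP; 0% = DMSO neutral wells and 100% = GW8510 positive control wells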
KCNQ1 block: blocks the human KCNQ1 potassium channel | P51787 | CHO-K1 KCNQ1, FluxOR thallium flux fluorescence; stronger effect = higher value | B-score at 10 µM | hit rate 1.3% among 310,000;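 active = compounds whose thallium flux B-score, printed positive for inhibition, exceeds three library SD while starting fluorescence stays within three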;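 also: channel opened by potassium depolarization with thallium stimulus after 20 min compound exposure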
KCNK3 block: human KCNK3 channel inhibition, primary screen; AID 602410; CHO-KCNK3 thallium flux, FluxOR fluorescence; stronger effect = lower value; B-score at 10 µM; hit rate 0.84% among 340,000; O14649;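 active = B-score under library mean minus 4 SD, starting fluorescence ratio at most library mean plus 5 SD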;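 also: more negative B-score means stronger inhibition of thallium flux through KCNK3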
* marks the source's active call; other numbers are inactive results; i = inactive; / = no result given. The list is partial. The share of hits here may be higher or lower than overall.

SMILES	Dyrk1A ADPGlo	PolyA inh	GSK3B inh	RGS4 act	KCNK9 block	hERG protect	KCNQ1 pot	RGS4 block	GSK3 alpha inh	KCNQ1 block	KCNK3 block
COc1ccc(NC(=S)N2CCC(C(=O)N3CCCCCC3)CC2)cc1	-3	i	2	i	i	-1	i	i	-5	i	i
COC(=O)C1=C(C)NC(C)=C(C(=O)OC)C1c1ccc(OC(=O)c2oc3ccccc3c2C)c(OC)c1	6	i	1	i	-9.6*	-10	i	i	0	i	i
CC(=O)Cc1nsc(NC(=O)c2ccc(COc3ccccc3C)o2)n1	-6	i	-2	i	i	-4	i	i	-2	i	i
COc1ccc(Cc2nc3ccccc3[nH]c2=O)cc1	-1	i	0	i	i	-4	i	i	-3	i	i
Cc1ccccc1NCCC(=O)Nc1ccc(Cl)cc1	8	i	4	i	i	-11	i	i	4	i	i
CCN1CCN(C(=O)CS(=O)(=O)Cc2nc(-c3ccccc3C)oc2C)CC1	1	i	-1	i	i	-4	i	i	-2	i	i
Cc1cccc(-n2nnc(C(=O)NCc3ccccc3Cl)c2N)c1	-10	i	0	i	i	-11	i	i	-3	i	i
COc1ccc(NC(=O)CCN2C(=O)C3C4CCC(C4)C3C2=O)cc1 (stereo not drawn)	/	i	4	i	i	-5	i	i	/	i	i
O=C(COC(=O)/C=C/c1ccc(Cl)cc1Cl)NCc1ccco1	/	i	3	i	i	-6	i	i	-12	i	i
COC(=O)Cn1c(O)c(N=NC(=O)c2ccc3c(c2)OCO3)c2ccccc21	0	i	0	i	i	2	i	i	-2	i	i
Cc1cc2c(n1-c1ccc(Cl)cc1)CC(C)(C)CC2=O	4	i	2	i	i	2	i	i	1	i	i
Cc1cc(NC(=O)c2sc3ccccc3c2O)no1	-2	i	1	i	i	-5	i	i	1	i	i

For reference, some entries already given:
SMILES	Dyrk1A ADPGlo	PolyA inh	GSK3B inh	RGS4 act	KCNK9 block	hERG protect	KCNQ1 pot	RGS4 block	GSK3 alpha inh	KCNQ1 block	KCNK3 block
Cc1cc2c(n1-c1ccc(Cl)cc1)CC(C)(C)CC2=O	4	i	2	i	i	2	i	i	1	i	i
Cc1cc(NC(=O)c2sc3ccccc3c2O)no1	-2	i	1	i	i	-5	i	i	1	i	i

(listing goes on)
SMILES	Dyrk1A ADPGlo	PolyA inh	GSK3B inh	RGS4 act	KCNK9 block	hERG protect	KCNQ1 pot	RGS4 block	GSK3 alpha inh	KCNQ1 block	KCNK3 block
COc1ccc(C(=O)c2c3ccccc3[n+]([O-])n2CCC(N)=O)cc1	5	i	-3	i	i	-10	i	i	3	i	i
Cc1ccc(OCc2nnc(SCc3cc(=O)[nH]c4ccccc34)n2-c2ccccc2)cc1	8	i	1	i	i	-2	i	i	-2	i	i
Cc1ccc(/C=N/NC(=O)CN2CCN(Cc3ccccc3)CC2)o1	/	i	2	i	i	-7	i	i	-1	i	i
O=C(NCCCN1CCOCC1)C(=O)NCC1CCCO1 (stereo not drawn)	-7	i	0	i	i	-7	i	i	2	i	i
Cc1oc(-c2ccc(Cl)cc2)cc1C(=O)/C(C#N)=C/Nc1ccccc1	-3	i	-1	i	i	-3	i	i	-1	i	i
O=C(COC(=O)c1ccc(Cl)nc1)NCc1cccs1	-5	i	1	i	i	-19	i	i	-2	i	i
O=c1cc(CSc2nnc(-c3cccnc3)n2-c2ccccc2F)nc2sccn12	1	i	2	i	i	-4	i	i	-1	i	i
Cc1cc(C(=O)NNC(=O)CCCOc2ccccc2)c(C)o1	-10	i	0	i	i	-18	i	i	-1	i	i
COc1ccc(OC)c2[nH]c(=O)c(CCNC(=O)c3ccc(S(=O)(=O)N4CCCC4)cc3)cc12	-3	i	1	i	i	-7	i	i	0	i	i
Cc1cccnc1NC(=O)c1ccc(COc2ccccc2)o1	-4	i	2	i	i	-4	i	i	-2	i	i
CCOC(=O)Cn1c(=O)oc2cc(S(=O)(=O)Nc3ccc(F)cc3)ccc21	19	i	-2	i	i	-8	i	i	-2	i	i
Cc1ccc2cccc(Oc3ncnc4scc(-c5ccc(Cl)cc5)c34)c2n1	-1	i	2	i	i	-4	i	i	/	i	i
O=S(=O)(Nc1cc(Cl)cc(Cl)c1)N1CCOCC1	-4	i	3	i	i	-8	i	i	-2	i	i
O=C(CN1C(=O)C2C3C=CC(C3)C2C1=O)Nc1cccc(S(=O)(=O)N2CCCC2)c1 (stereo not drawn)	-2	i	1	i	i	-5	i	i	-2	i	i
CCc1ccccc1C1C(=O)c2ccccc2C1=O	2	i	0	i	i	-10	i	i	-1	i	i
Cc1ccccc1NC(=O)Cc1nnc(SCC(=O)N2CCN(c3ccccc3)CC2)n1C	-1	i	-2	i	i	-6	i	i	0	i	i
CC1COC(=O)C(NNc2ccc(Cl)c(Cl)c2)=N1 (stereo not drawn)	-1	i	-1	i	i	-4	i	i	0	i	i
O=C(CN(C(=O)CCC(=O)Nc1nccs1)c1ccccc1F)NCC1CCCO1 (stereo not drawn)	-4	i	-6	i	i	-3	i	i	-1	i	i
Cc1cccc(NC(=O)NNS(=O)(=O)c2ccc(F)cc2)c1	3	i	0	i	i	-10	i	i	0	i	i
Fc1ccc(N/N=C2/CC(c3ccccc3)Oc3ccccc32)c(F)c1 (stereo not drawn)	-1	i	-2	i	i	-8	i	i	-4	i	i
O=C(Nc1cc(Cl)ccc1Cl)C1CCCO1 (stereo not drawn)	15	i	3	i	i	-11	i	i	-2	i	i
Cc1ccc(OCc2ccc(C(=O)Nc3ccc(S(N)(=O)=O)cc3)o2)cc1	5	i	3	i	i	2	i	i	1	i	i
COC(=O)c1oc2ccc(Br)cc2c1-n1cccc1	4	i	2	i	i	-8	i	i	-3	i	i
CC(Cc1ccccc1)C(=O)Nc1ccc(Br)cc1 (stereo not drawn)	-1	i	0	i	i	-17	i	i	-1	i	i
O=C(Nc1ccnn1C1CCN(Cc2ccc(Cl)cc2)CC1)C1CCCC1	-2	i	0	i	i	-13	i	i	0	i	i
Cc1ccc(P(=Nc2ccccc2)(N2CCOCC2)N2CCOCC2)o1	2	i	0	i	i	-1	i	i	-2	i	i
CC(C)c1cccc(C(C)C)c1NC(=O)COC(=O)[C@H](C)NC(N)=O	/	i	0	i	i	11*	i	i	0	i	i
CC1CCN(c2ccc(C(=O)NCc3cccs3)cn2)CC1	-3	i	-1	i	i	-1	i	i	-4	i	i
Cc1nnc(NCc2ccco2)s1	0	i	5	i	i	-7	i	i	-1	i	i
O=C(CN1CCN(Cc2ccc(Cl)cc2)C1=O)NCCCN1CCN(c2ccc(F)cc2)CC1	-2	i	-1	i	i	-10	i	i	-1	i	i
Nc1ccccc1SCC(=O)Nc1ccc2c(c1)OCO2	0	i	1	i	i	-4	i	i	-2	i	i
Cc1ccc(C(=O)CSc2ncnc3sc4c(c23)CCC(C)C4)cc1 (stereo not drawn)	0	i	-2	i	i	-14	i	i	/	i	i
COc1cc(-c2nc3ccccc3nc2-c2ccc(O)c(OC)c2)ccc1O	7	i	7	i	i	-2	i	i	-3	i	i
O=C(c1cccnc1)N1CCN(Cc2ccc3ccccc3c2)CC1	0	/	1	i	i	-3	i	i	-1	i	i
Cc1ccc(-n2c(=O)[nH]cc(C(=O)Nc3ccc4c(c3)OCCO4)c2=O)cc1C	1	i	1	i	i	-2	i	i	-2	i	i
CCOCCc1nnc(NC(=O)C(C)Oc2ccccc2)s1 (stereo not drawn)	/	i	3	i	i	-17	i	i	/	i	i
CCOc1cc(CNCCN(C)C)c(Cl)cc1OCC(=O)NCCc1ccccc1	-10	i	0	i	i	-1	i	i	-1	i	i
O=C(COc1ccc(C(=O)NCCN2CCOCC2)cc1)Nc1cccc(C(F)(F)F)c1	15	i	4	i	i	-10	i	i	0	i	i
COc1cc(C(=O)N(Cc2ccccc2)c2cccc(C)c2)ccc1OC(F)F	-4	i	1	i	i	-9	i	i	-2	i	i
CC(C)N(Cc1ccccc1)C(=O)COC(=O)c1ccc2c(c1)OCCO2	/	i	/	i	i	-11	i	i	5	i	i
COc1ccc(-n2nc(C(=O)NCC(=O)NCC3COc4ccccc4O3)c3ccccc3c2=O)c(OC)c1 (stereo not drawn)	13	i	1	i	i	-9	i	i	0	i	i
Brc1ccc(-c2csc3ncnc(-n4nnc5ccccc54)c23)cc1	16	i	2	i	i	-6	i	i	5	i	i
Cc1ccccc1S(=O)(=O)Cc1ccc(C(=O)NCCCN2CCC(C)CC2)o1	-6	i	-1	i	i	-5	i	i	1	i	i
O=C(NCCCNC(=O)c1c(Cl)cccc1Cl)c1c(Cl)cccc1Cl	-7	i	0	i	i	-1	i	i	-2	i	i
CCCC(c1nnnn1CCOC)N1CCN(c2nc3ccccc3s2)CC1 (stereo not drawn)	-5	i	0	i	i	-10	i	i	-2	i	i
CC(C)CNC(=O)NC(=O)COC(=O)c1cc(F)cc(F)c1	-6	i	-4	i	i	-11	i	i	-3	i	i
COC(=O)c1nn(Cc2ccccc2)c(=O)c2ccccc12	5	i	-1	i	i	0	i	i	-21	i	i
CCOC(=O)C(Cc1ccc(NC(=O)/C(=C\c2ccccc2)NC(=O)c2ccccc2)cc1)N1C(=O)c2ccccc2C1=O (stereo not drawn)	3	i	0	i	i	-10	i	i	5	i	i
CC1CN(c2oc(COc3ccc(Cl)cc3Cl)nc2C#N)CC(C)O1 (stereo not drawn)	-3	i	0	i	i	-1	i	i	19	i	i
CCOc1ccc(-c2nc(-c3ccccc3)no2)cc1OCC	-1	i	0	i	i	0	i	i	-1	i	i
CC(C)NC(=O)[C@H]1N2C(=O)c3ccccc3C2SC1(C)C (stereo partly drawn)	3	i	-3	i	i	-4	i	i	-2	i	i
CC(C)(C)N1C(=O)c2ccc(C(=O)Nc3cc(C(=O)O)cc(C(=O)O)c3)cc2C1=O	-6	i	-3	i	i	-9	i	i	1	i	i
Cc1cccc(N/N=C/c2ccncc2)c1	11	i	-1	i	i	-3	i	i	2	i	i
Cn1c(SCC(=O)N2CCCCC2)nc2c([nH]c3ccccc32)c1=O	-1	i	1	i	i	-8	i	i	-1	i	i
COc1ccccc1CNC(=O)COC(=O)c1ccccc1-c1ccccc1	-3	i	0	i	i	-14	i	i	1	i	i
COc1cc(C(=S)N2CCOCC2)ccc1OS(=O)(=O)c1ccc(C)cc1	10	i	/	i	i	-4	i	i	-1	i	i
